Dynein transport – inhibitors of GR-EGFP nuclear translocation, primary screen, dynein cargo transport inhibitor project, imaging, high-content, 3617.4 mouse cells; test concentration mostly 20 µM; stimulated with dexamethasone, 1 µM; hits give low values; z-score, hits read low; hit rate 0.47% among 220,000; AID 1381, 2008;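 active = plate z-score of nuclear minus cytoplasmic receptor signal below a set negative limit, without overly bright fluorescence or cell loss, cut at about -3.5 in these data, passing the limit was not always enough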;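 note: z-score of nuclear minus cytoplasmic ring GR-EGFP intensity difference per well; some compounds called inactive have numbers as strong as hits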
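Buffer or medium: tetracycline-free induction medium containing charcoal-stripped FBS / Reagent: dexamethasone agonist, 1.0 µM final, for 30 min / Technique: automated 10x imaging of fixed Hoechst-stained cells / Times: induction 48 h, compound 1 h, agonist 30 min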
KOR beta-arrestin-1 – KOR agonists, beta-arrestin recruitment, primary screen, cell-based, luminescence, uHTS (AID 1777); Kappa-type opioid receptor (Homo sapiens); KOR beta-arrestin recruitment, luminescence; higher % means a stronger effect; activation, % at 10 µM; hits with a dose series show EC50 in µM; hit rate 0.02% among 280,000; in the data active = activation above about 50%, passing the limit was not always enough; note: a part of the inactive calls stands beside numbers as strong as those of hits
KOR beta-arrestin-2 – KOR antagonists, beta-arrestin recruitment, cell-based, luminescence, uHTS (AID 1778); KOR beta-arrestin recruitment, luminescence, antagonist mode; higher % means a stronger effect; inhibition, % at 10 µM; hits with a dose series show IC50 in µM; hit rate 0.091% among 290,000; note: strong numbers were not always called active
GPR55 beta-arrestin – GPR55 agonists via beta-arrestin recruitment, primary screen, imaging, U2OS cells, beta-arrestin-GFP redistribution (AID 1961) | G-protein coupled receptor 55 (Homo sapiens) | U2OS GPR55 beta-arrestin-GFP redistribution imaging; higher % means a stronger effect | activation, % at 10 µM; hits with a dose series show EC50 in µM | hit rate 0.048% among 290,000;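 active = activation above 40% with more than 50 cells counted in the well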;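 note: U2OS osteosarcoma cells stably expressing GPR55 and beta-arrestin-GFP; plate controls were DMSO negative control for no effect and LPI positive control for full effect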
NOD2 inhibition – NOD2 signaling inhibitors, cell-based, luminescence, uHTS, HEK293 (AID 1566); one-dose inhibition, % at 4 µM; EC50 in µM for titrated hits; hit rate 0.63% among 290,000; HEK293 NOD2/NF-kB luciferase reporter, luminescence; higher % means a stronger effect; note: many of its hits are not listed in these tables
NOD1 NF-kB reporter – NOD1 signaling inhibitors, primary screen, cell-based, luminescence, uHTS (AID 1578); NOD1-driven NF-kB luciferase reporter cells, luminescence; higher % means a stronger effect; one-dose inhibition, % at 4 µM; EC50 in µM for titrated hits; hit rate 1% among 290,000; in the data active = inhibition mostly above about 36%, no sharp cut-off; inactive = mostly below about 34%;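 note: HEK-293T reporter cells stimulated with the NOD1 agonist gamma-tri-DAP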
AID2073 – inhibitors of Mint1-CaV2.2 protein interaction, biochemical, HTRF (AID 2073). Voltage-dependent N-type calcium channel subunit alpha-1B (Homo sapiens). hit rate 0.19% among 290,000. HTRF protein-protein interaction, Mint1-CaV2.2; higher % means a stronger effect. inhibition, % at 20 µM; hits with a dose series show IC50 in µM; in the data active = inhibition mostly above about 51%, no sharp cut-off; note: some results filed as inactive read as strong as hits
P. falciparum M17LAP – P. falciparum M17LAP inhibitors, primary screen, biochemical, fluorogenic H-Leu-NHMec substrate, 1536-well (AID 1619). Leucine aminopeptidase (Plasmodium falciparum (isolate 3D7)). hit rate 0.38% among 220,000. inhibition, % at 30 µM; hits with a dose series show IC50 in µM. recombinant M17LAP, H-Leu-NHMec fluorogenic kinetic assay; higher % means a stronger effect;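 active = compound inhibiting the enzyme by more than half at any dose during confirmatory dose-response retesting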;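 note: plate controls were full reaction with DMSO carrier for no effect and no enzyme background for full effect; strong numbers were not always called active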
P. falciparum M1AAP – P. falciparum M1AAP inhibitors, biochemical, fluorogenic H-Leu-NHMec substrate, 1536-well (AID 1445); Aminopeptidase N (Plasmodium falciparum (isolate 3D7)); inhibition, % at 30 µM; hits with a dose series show IC50 in µM; recombinant M1AAP, H-Leu-NHMec fluorogenic kinetic assay; higher % means a stronger effect; hit rate 0.42% among 220,000;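 active = primary inhibition above the hit cutoff, then over 50% inhibition at one or more dose response concentrations, cut at about 23% in these data, passing the limit was not always enough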;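 note: plate controls were DMSO full reaction for no effect and no enzyme background for full effect; strong numbers were not always called active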
Dynein transport cytoplasmic EGFP – also measured in Dynein transport; calls as there; z-score; measured here: cytoplasmic GR-EGFP intensity; hits give high values
Dynein transport nuclear GR-EGFP – further read-out of Dynein transport, marked with its call; z-score; measured here: nuclear GR-EGFP intensity;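 lower value marks the stronger effect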
Dynein transport cell count – recorded beside Dynein transport, whose call it bears; z-score; measured here: cell count per field
* hit, by the source's call; nt = no result given; [ ] = remark or other dose. Cut-off read from the data, not from the text of the source, unless noted: active = inhibition above about 50%; inactive = the rest. Only part of the results is shown (hit frequency here may not be typical).

#	Dynein transport	Dynein transport cytoplasmic EGFP	Dynein transport nuclear GR-EGFP	Dynein transport cell count	KOR beta-arrestin-1	KOR beta-arrestin-2	GPR55 beta-arrestin	NOD2 inhibition	NOD1 NF-kB reporter	AID2073	P. falciparum M17LAP	P. falciparum M1AAP	mol
1	-0.39	-0.26	-0.0086	0.94	-6.1%	-25%	-0.2%	15%	-1%	0%	7%	0%	CCC(=O)Oc1ccc2ccccc2c1CNC(=O)c1ccccc1
2	0.21	-0.061	0.28	-1.4	4.8%	-19%	0.4%	-2%	-22%	18%	0%	3%	O=C(CN1CCCCCC1)N1c2ccccc2Sc2ccc(C(F)(F)F)cc21
3	-1.2	-0.21	-0.24	0.65	-3.9%	28%	-0.1%	2%	-13%	3%	1%	1%	O=C1c2ccccc2-c2c1cccc2C(=O)N(CCO)CCO
4	nt	nt	nt	nt	-1.2%	20%	0.3%	21%	-3%	16%	nt	nt	O=C(NCCC(=O)N1CCCCC1)c1ccccc1Cl
5	0.73	-0.076	1.5	-0.93	1.5%	17%	-0.1%	-44%	-65%	-1%	13%	12%	Cc1ccc(NN=C2C(=O)OC(C)(C)OC2=O)c(C)c1
6	nt	nt	nt	nt	-1.1%	-2%[20 µM]	-0.1%	21%	48%	44%	nt	nt	CC1=NN(c2ccc(C)cc2)C(=O)/C1=C/c1ccc(-c2cc([N+](=O)[O-])ccc2O)o1
7	-0.52	-0.19	-0.21	1	-3.9%	26%	-0.1%	4%	9%	6%	-1%	4%	Cn1nnnc1SCC(=O)NCCc1ccc(Cl)cc1
8	nt	nt	nt	nt	-0.7%	-20%[20 µM]	-0.2%	0%	-36%	1%	nt	nt	CCCC(C(=O)NC(C)(C)C)N(Cc1ccccc1Cl)C(=O)c1snc(C(N)=O)c1N (stereo not drawn)
9	-0.62	-0.25	-0.51	-0.002	-0.6%	7%	-0.1%	5%	-18%	2%	21%	-1%	COc1ccc(/C=N/NC(=O)CNC(=O)c2cccs2)cc1
10	-1.1	-0.36	-0.43	-0.1	4.0%	-8%	-0.1%	-20%	-67%	7%	1%	2%	Cc1cc(NC(=O)c2cc(-c3cccc(Cl)c3)on2)no1
11	nt	nt	nt	nt	-0.6%	-24%	0.2%	2%	-12%	-5%	nt	nt	COc1ccc(OC)c(CC(=O)Nc2ccc3c(c2)CCC3)c1
12	0.72	-0.21	-0.013	-0.069	3.1%	3%	0.1%	-11%	-17%	13%	-3%	-11%	CCOc1ccc(C=Nc2cccc3ncccc23)cc1
13	-0.73	-0.066	0.071	-0.18	14%	9%	-0.1%	9%	-5%	4%	7%	8%	Cc1cc(NC(=O)CSc2ccc3nnc(-c4cccc(F)c4)n3n2)no1
14	-0.26	-0.039	0.21	0.59	-2.0%	8%	0.0%	14%	-9%	-8%	3%	0%	COc1cc2[nH]c(=O)n(CCCCCC(=O)NCCCN3CCOCC3)c(=O)c2cc1OC
15	0.59	-0.22	0.85	-0.048	-0.6%	-33%	0.3%	-48%	-16%	-2%	3%	2%	O=c1c2ccccc2nc2n1CC/C2=C\c1ccccc1[N+](=O)[O-]
16	-0.51	-0.15	0.41	0.24	-1.3%	26%	0.2%	14%	-20%	-6%	-2%	2%	Cc1ccc2c3c1C(=O)C(=O)N3C(C)(C)CC2C (stereo not drawn)
17	nt	nt	nt	nt	6.7%	-8%	-0.1%	-8%	-32%	-6%	nt	nt	Cc1c(Cl)cccc1NC(=O)CSc1ncnc2c1cnn2CCO
18	nt	nt	nt	nt	0.6%	-27%[20 µM]	0.0%	-4%	-23%	8%	nt	nt	O=C(CN1CCOCC1)Nc1ccc([N+](=O)[O-])cc1
19	-0.36	-0.18	0.44	0.26	-0.5%	10%	-0.1%	-60%	-21%	0%	-4%	0%	C/C(=N/NC(=O)c1ccc(C)s1)c1cccc(NC(=O)COc2ccc(Cl)cc2C)c1
20	-1.4	-0.79	-0.45	0.067	nt	12%	-0.1%	16%	7%	20%	16%	5%	COc1ccc(-c2ccc(OC)c([C@H]3[C@H]4C=CC[C@@H](C)[C@@H]4C(=O)N3Cc3ccccc3)c2)cc1OC
21	nt	nt	nt	nt	-0.4%	-10%[20 µM]	-0.1%	4%	10%	2%	nt	nt	CCN(Cc1ccc(NC(C)=O)cc1)CC1CCCN(CCc2cccc(F)c2)C1 (stereo not drawn)
22	-0.95	-0.25	-0.51	1.5	-5.0%	16%	0.1%	3%	-18%	-7%	6%	1%	CCOc1ccc(NC(=O)NC2CC(=O)N(c3ccc(OC)cc3)C2)cc1 (stereo not drawn)
23	-0.56	-0.17	-0.45	0.48	-4.0%	11%	0.0%	5%	10%	0%	18%	0%	CCCCCCc1ccc(OCC(=O)OC)cc1OCC(=O)OC
24	-0.021	0.45	0.85	-0.2	-2.9%	9%	0.3%	-90%	-5%	8%	0%	15%	CCOc1cc(/C=C2\SC(=S)N(Nc3ccccc3)C2=O)ccc1O
25	-0.16	-0.29	0.027	0.5	-5.7%	-14%[20 µM]	-0.1%	5%	-16%	14%	-1%	0%	CNC(=O)c1sc(=S)n(-c2ccc(OC)cc2)c1N
26	nt	nt	nt	nt	5.7%	11%	-0.2%	6%	15%	-3%	nt	nt	COc1ccc(CN(Cc2nc3ccccc3c(=O)[nH]2)C(=O)c2ccco2)cc1
27	-0.097	-0.2	0.092	0.15	5.9%	-46%	0.2%	6%	13%	-7%	12%	10%	O=C(Cn1c(=O)c2c(ncn2Cc2ccccc2)n(Cc2ccccc2)c1=O)N1CCCC1
28	0.092	-0.29	0.01	0.99	0.3%	-33%	-0.1%	-20%	-11%	-7%	3%	-9%	CCOc1ccc2nc(COC(=O)c3ccncc3)c(C(=O)c3ccccc3)[n+]([O-])c2c1
29	nt	nt	nt	nt	3.9%	0%	0.3%	16%	-38%	10%	nt	nt	COc1ccc(S(=O)(=O)N2CCCC(C(=O)N3CCN(C)CC3)C2)cc1Cl (stereo not drawn)
30	nt	nt	nt	nt	2.8%	-47%[20 µM]	-0.3%	5%	-6%	-12%	nt	nt	COc1ccc(C)cc1Nc1n[n+](-c2ccccc2)c(-c2ccc(OC)c(OC)c2OC)s1
31	nt	nt	nt	nt	-2.2%	-10%	0.2%	6%	-25%	2%	nt	nt	Cc1ccc(C(=O)OCC(=O)N(C)c2ccccc2)c(C)c1
32	2	0.67	0.97	-0.75	-4.6%	17%	0.2%	11%	-22%	0%	-3%	5%	CCOc1cc(/C=C/C(=O)O)ccc1OCc1ccccc1
33	3.1	0.13	3	-3	-0.4%	14%	0.3%	-8%	4%	16%	2%	12%	O=C(NCC1CCCO1)c1cccnc1Nc1ccccc1F (stereo not drawn)
34	nt	nt	nt	nt	6.6%	-25%	-0.2%	-9%	-24%	2%	nt	nt	COC(=O)C(Cc1ccccc1)NC(=O)CC(C)CC(=O)Nc1ccc(OC)cc1OC (stereo not drawn)
35	0.088	-0.25	-0.22	0.23	0.1%	16%	-0.1%	19%	-9%	31%	1%	3%	CCCCNC(=O)N(O)C1N(/N=C/c2cccs2)C(=S)SC1(C)C (stereo not drawn)
36	-0.8	-0.2	-0.17	0.045	-3.4%	18%	1.1%	3%	-38%	2%	8%	4%	CN(CCCNC(=O)COc1cc(=O)n(C)c2ccccc12)Cc1ccccc1
37	-0.31	-0.14	0.17	0.51	1.6%	-66%	-0.2%	-14%	-7%	-22%	6%	1%	S=c1[nH]nc(-c2cccs2)n1/N=C/c1cn(-c2ccccc2)nc1-c1ccccc1
38	0.18	-0.2	-0.1	0.039	-0.4%	2%	-0.1%	0%	-3%	-2%	-1%	-4%	O=C(Nc1cccc(-c2ccccc2)c1)N1CCN(C(=O)Nc2cccc(-c3ccccc3)c2)CC1
39	nt	nt	nt	nt	-2.7%	-37%[20 µM]	0.6%	11%	38%	3%	nt	nt	COc1ccccc1NC(=O)c1ccc(NC2=NC3CS(=O)(=O)CC3S2)cc1 (stereo not drawn)
40	0.64	-0.19	0.26	-1.1	-2.4%	-18%	-0.5%	4%	-15%	14%	4%	4%	COc1ccc(C)cc1S(=O)(=O)Nc1cccc(Cl)c1Cl
41	-0.71	-0.17	-0.55	0.85	-3.2%	12%	0.6%	10%	0%	-8%	5%	-7%	COc1ccc(-c2nnn(CC(=O)N3CCN(c4ccccc4OC)CC3)n2)cc1

For reference, part of the list above.
#	Dynein transport	Dynein transport cytoplasmic EGFP	Dynein transport nuclear GR-EGFP	Dynein transport cell count	KOR beta-arrestin-1	KOR beta-arrestin-2	GPR55 beta-arrestin	NOD2 inhibition	NOD1 NF-kB reporter	AID2073	P. falciparum M17LAP	P. falciparum M1AAP	mol
27	-0.097	-0.2	0.092	0.15	5.9%	-46%	0.2%	6%	13%	-7%	12%	10%	O=C(Cn1c(=O)c2c(ncn2Cc2ccccc2)n(Cc2ccccc2)c1=O)N1CCCC1
28	0.092	-0.29	0.01	0.99	0.3%	-33%	-0.1%	-20%	-11%	-7%	3%	-9%	CCOc1ccc2nc(COC(=O)c3ccncc3)c(C(=O)c3ccccc3)[n+]([O-])c2c1
29	nt	nt	nt	nt	3.9%	0%	0.3%	16%	-38%	10%	nt	nt	COc1ccc(S(=O)(=O)N2CCCC(C(=O)N3CCN(C)CC3)C2)cc1Cl (stereo not drawn)
30	nt	nt	nt	nt	2.8%	-47%[20 µM]	-0.3%	5%	-6%	-12%	nt	nt	COc1ccc(C)cc1Nc1n[n+](-c2ccccc2)c(-c2ccc(OC)c(OC)c2OC)s1
31	nt	nt	nt	nt	-2.2%	-10%	0.2%	6%	-25%	2%	nt	nt	Cc1ccc(C(=O)OCC(=O)N(C)c2ccccc2)c(C)c1
32	2	0.67	0.97	-0.75	-4.6%	17%	0.2%	11%	-22%	0%	-3%	5%	CCOc1cc(/C=C/C(=O)O)ccc1OCc1ccccc1
33	3.1	0.13	3	-3	-0.4%	14%	0.3%	-8%	4%	16%	2%	12%	O=C(NCC1CCCO1)c1cccnc1Nc1ccccc1F (stereo not drawn)
34	nt	nt	nt	nt	6.6%	-25%	-0.2%	-9%	-24%	2%	nt	nt	COC(=O)C(Cc1ccccc1)NC(=O)CC(C)CC(=O)Nc1ccc(OC)cc1OC (stereo not drawn)
